# Compound activity (PubChem)
# MMP-13 inhibitor = inhibitors of human MMP13. P45452. MMP-13 fTHP FRET cleavage, Mca fluorescence. inhibition, % at 4 µM. 65,000 tested, 0.07% active. AID 570;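 active = inhibition above the mean of compound-free control plate wells plus 3 SD, cut at about 14% in these data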;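 also: 0% = DMSO wells and 100% = wells with reference MMP-13 inhibitor after basal subtraction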
# NADH coupling = inhibitors of enzymes used to reach an NAD/NADH endpoint. coupled PK/LDH NADH assays, four targets. 65,000 tested, 0.02% active. IC50, µM (doses to about 10 µM), without a hit: at the highest dose inhibition. AID 774;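 active = single-dose screening hits from any of four coupled enzyme assays that gave an IC50 when retested across doses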;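 also: the DPM-DC format reads NADH fluorescence rather than 340 nm absorbance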
# ROCK2 inh = ROCK2 (human) kinase inhibition | purified ROCK2, Kinase-Glo ATP depletion luminescence | inhibition, % at 6 µM | 60,000 tested, 0.35% active | AID 604;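 active = inhibition above the screen-wide mean inhibition plus 3 SD, cut at about 18% in these data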;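 also: plate controls were DMSO wells for no effect and Y-27632 control wells after no-enzyme background subtraction for full effect; many of its hits are not listed in these tables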
# Target sequence (O75116 whole entry, looked up): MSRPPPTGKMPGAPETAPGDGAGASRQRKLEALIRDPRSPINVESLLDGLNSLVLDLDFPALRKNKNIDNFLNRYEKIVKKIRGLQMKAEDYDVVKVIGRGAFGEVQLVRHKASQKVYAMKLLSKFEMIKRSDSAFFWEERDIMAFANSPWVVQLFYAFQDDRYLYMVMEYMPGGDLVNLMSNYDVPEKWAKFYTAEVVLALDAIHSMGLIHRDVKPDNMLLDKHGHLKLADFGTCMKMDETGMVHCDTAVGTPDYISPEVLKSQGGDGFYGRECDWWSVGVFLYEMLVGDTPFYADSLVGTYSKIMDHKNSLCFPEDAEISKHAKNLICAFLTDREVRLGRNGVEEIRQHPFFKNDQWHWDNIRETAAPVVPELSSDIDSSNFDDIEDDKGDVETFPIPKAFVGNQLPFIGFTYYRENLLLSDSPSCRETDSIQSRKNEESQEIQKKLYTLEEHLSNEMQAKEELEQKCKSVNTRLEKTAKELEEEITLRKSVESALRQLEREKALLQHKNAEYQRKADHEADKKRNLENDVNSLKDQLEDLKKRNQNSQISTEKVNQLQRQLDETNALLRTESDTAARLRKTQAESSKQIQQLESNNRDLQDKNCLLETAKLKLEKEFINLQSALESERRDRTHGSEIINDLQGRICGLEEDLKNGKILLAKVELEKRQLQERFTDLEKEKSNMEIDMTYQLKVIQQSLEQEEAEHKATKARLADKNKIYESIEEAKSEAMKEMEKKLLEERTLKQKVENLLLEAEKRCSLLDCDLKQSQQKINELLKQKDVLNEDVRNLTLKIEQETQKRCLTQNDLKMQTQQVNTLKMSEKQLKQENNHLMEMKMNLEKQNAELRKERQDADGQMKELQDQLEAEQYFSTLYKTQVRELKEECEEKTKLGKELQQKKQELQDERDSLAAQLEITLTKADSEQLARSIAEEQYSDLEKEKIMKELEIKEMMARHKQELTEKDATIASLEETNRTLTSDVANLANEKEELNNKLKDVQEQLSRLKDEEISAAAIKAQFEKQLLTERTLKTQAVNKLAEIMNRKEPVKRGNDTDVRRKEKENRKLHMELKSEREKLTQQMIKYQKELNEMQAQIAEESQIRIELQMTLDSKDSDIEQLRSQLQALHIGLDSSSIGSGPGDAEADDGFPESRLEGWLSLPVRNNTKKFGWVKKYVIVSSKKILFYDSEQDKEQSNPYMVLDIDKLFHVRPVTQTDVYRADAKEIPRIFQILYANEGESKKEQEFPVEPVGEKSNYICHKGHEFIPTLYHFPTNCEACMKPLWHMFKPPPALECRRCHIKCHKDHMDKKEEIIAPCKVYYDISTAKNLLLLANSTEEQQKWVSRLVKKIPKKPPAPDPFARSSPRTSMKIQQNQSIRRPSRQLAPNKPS
# PKA inh = inhibitors of human protein kinase A; 65,000 tested, 0.1% active; P17612; inhibition, % at 6 µM; PKA Kemptide phosphorylation, Kinase-Glo ATP luminescence;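 active = inhibition above the screen-wide mean inhibition plus 3 SD, cut at about 21% in these data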; also: many of its hits are not listed in these tables
# HEK293 NFkB inh = lowers PMA/ionomycin-induced NF-kB signal in HEK293 cells. HEK-293 NF-kB luciferase reporter, luminescence. inhibition, % at 3 µM. 62,000 tested, 0.21% active. AID 465;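 active = inhibition above the mean of all tested compounds plus 3 SD, cut at about 40% in these data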;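 also: 0% = stimulated DMSO wells and 100% = 10 µM reference inhibitor 5653914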
#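 Reagent: PMA plus ionomycin mix as NF-kB-activating stimulus. Assay system: NF-kB luciferase reporter HEK-293 cells. Technique: luminescence from luciferase substrate reagent. Incubation: 1 h compound pre-incubation, 16 h PMA/ionomycin at 37 °C. Benchmarks: DMSO only as uninhibited control, 10 µM reference inhibitor as full inhibition. Repeats: tested once.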
# Ecoli tolC = blocks growth of E. coli BW25113 tolC mutant; OD615; growth inhibition, % at 10 µM (by protocol); 65,000 tested, 2.2% active; AID 573;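 active = growth inhibition at or above a cutoff equal to the mean over every tested compound plus 3 SD, cut at about 60% in these data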;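 also: growth measured after 20 h incubation at 37 °C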
#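 Test system – E. coli BW25113 ΔtolC::kan, tolC deletion mutant strain · Detection – OD at 615 nm · Buffer or medium – LB with kanamycin 50 µg/mL · Times – 20 h compound exposure of bacteria at 37 °C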
# Autofluor 339 = intrinsic fluorescence of library compounds, ex339/em460 – biochemical, MLSMR library, data from DPM-DC assay, artefact control, profiling panel; AID 709; fluorescence fold increase at 10 µM; compound autofluorescence, ex339/em460 nm, NADH buffer; stronger effect = higher value; 1 = no-compound wells, NADH background; 65,000 tested, 5.5% active;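 active = at 10 µM, mean starting fluorescence two-fold or more over control wells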;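 also: signal is the first read of a kinetic run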
# A340 absorber = absorbance at 340 nm; compound absorbance at 340 nm, fold over control; fold change at 10 µM; 65,000 tested, under 10 active;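 active = at 10 µM dose, initial 340 nm absorbance at least 2 fold that of control wells; inactive = change under 2 fold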;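 also: initial absorbance extrapolated from kinetic A340 decline of NADH oxidation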
# JNK3 blocker = JNK3 (human) kinase inhibition | P53779 | purified JNK3 kinase activity, HTS | inhibition, % at 8 µM | 60,000 tested, 0.61% active; in the data active = inhibition above about 17%;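 also: 0% = DMSO and 100% = reference inhibitor; many of its hits are not listed in these tables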
# Starred values were filed as active, the others as inactive; . = not tested or not shown; [ ] = remark or other dose. Not all compounds are listed (hit frequency here may not be typical).
SMILES,MMP-13 inhibitor,NADH coupling,ROCK2 inh,PKA inh,HEK293 NFkB inh,Ecoli tolC,Autofluor 339,A340 absorber,JNK3 blocker
Cc1ccc(CSc2nc3c(c(=O)[nH]c(=O)n3C)n2CCC(C)C)cc1,3,8%,-2,-16,11,23,1.1,1.1,7
COc1ccc(-n2c(SCC(=O)Nc3cc(C)on3)nc3ccc(O)cc3c2=O)cc1OC,2,7%,-5,-3,16,-3,1.5,1,1
CS(=O)(=O)NCc1csc(-c2ccccc2)n1,4,4%,0,-3,5,-22,1.1,0.99,-4
Cc1cc(S(=O)(=O)N2CCCC2)ccc1OCC(=O)N1CCOCC1,0,7%,0,2,-7,0,1.1,1,4
COC(=O)c1cccc(NC(=O)CSc2nnc(COc3ccc(C#N)cc3)n2-c2ccccc2)c1,-4,4%,6,2,9,6,1.1,1,6
O=C(Nc1ccccc1)c1ccc(S(=O)(=O)N(CCO)CCO)cc1,-1,12%,4,2,-2,-10,1.1,1,6
O=c1oc2ccccc2n1CCCCCn1c(=O)oc2ccccc21,4,4%,-4,-1,4,3,1,1,-5
c1ccc(-n2ncc3c(NCCN4CCOCC4)ncnc32)cc1,0,6%,0,2,-13,-26,1.1,1,-13
COc1ccc(C2C(C(=O)N3CCN(c4ccccn4)CC3)CC(=O)N2c2ccc(OC)cc2)cc1 (stereo unspecified),-14,1%,.,7,17,-7,1.1,1,.
CCN(CC)c1ccc(CNc2ccc(Br)cn2)cc1,-3,2%,1,-2,-2,3,1,1,-6
COc1ccc(F)cc1S(=O)(=O)N1CCN(Cc2ccc3c(c2)OCO3)CC1,3,4%,8,12,26,11,1.1,1,2
O=C(Nc1ccccc1OC(F)F)c1ccccc1,4,4%,7,8,14,6,1.1,1,1
C=CCNc1nc(N)c(C(=O)c2ccc3c(c2)OCO3)s1,11,8%,7,6,-2,20,1.1,1.1,14
CCCc1nc(-c2ccccc2O)n(-c2ccccc2)n1,0,5%,6,11,16,22,1.1,1,0
CC(=O)c1sc(NC(=O)c2ccc(Cn3cc(Br)cn3)o2)nc1C,2,3%,-2,4,7,9,1.1,1.1,-2
N#Cc1c(N)sc(=S)c2c1CCN(Cc1ccccc1)C2,-14,15%[fluoresces],5,19,-6,0,4.3*,1.1,8
O=C(Cc1coc(-c2ccc(F)cc2)n1)NC1CCCCC1,4,8%,-4,-2,5,-7,1,1,-3
CCN1C(=O)CC(c2ccco2)Sc2ccccc21 (stereo unspecified),-2,1%,-6,-12,11,5,1.1,1,-2
CCC(C)Sc1nnc(-c2c[nH]c3ccccc23)n1CCOC (stereo unspecified),6,8%,4,12,19,10,1.1,1,-2
OCc1nc2ccccc2n1CCCOc1ccc(Br)cc1,5,8%,1,4,7,67*,1.1,1,-1
O=C(c1ccccc1C(=O)N1CCN(c2ccccc2)CC1)N1CCN(c2ccccc2)CC1,8,7%,2,4,13,0,1.2,1.1,4
COC(=O)c1cc2ccc(OC)c(OC)c2c(=O)s1,4,6%,6,15,-10,11,1.4,1.1,10
Cc1ccc(NC(=O)Cn2nc(C)c3ccccc3c2=O)cc1,-3,4%,3,2,.,1,1.1,1,-1
N#Cc1ccsc1NC(=O)c1ccccn1,10,8%,.,14,4,-8,1.1,1.1,.
COC(=O)C1(C)Nc2ccccc2C(=O)N1c1ccccc1C (stereo unspecified),-48,2%[fluoresces],4,-7,12,-13,2.1*,1.1,2
Cc1cc(C)c2nc(SCCC#N)nc(C)c2c1,-5,2%,5,5,.,2,1.1,1.1,-3
CCN(c1c(C)n(C)n(-c2ccccc2)c1=O)S(C)(=O)=O,-4,3%,-2,-1,0,-12,1,1,6
O=C(Nc1ccc2c(c1)OCCO2)c1ccco1,-1,2%,-5,-1,-26,-6,1,1,7
C=CCNC(=O)C1CCN(S(=O)(=O)c2ccc(Br)cc2)CC1,-1,4%,4,8,-10,7,1,1,-2
COc1ccc(/C(O)=C2/C(=O)C(=O)N(CCCN(C)C)C2c2ccc(C)o2)cc1Cl (stereo unspecified),-4,3%,4,1,.,5,1.1,0.99,2
COc1ccc(-n2nc3c(c2NC(=O)c2ccc(Br)cc2)CS(=O)C3)cc1 (stereo unspecified),4,4%,3,-6,10,8,1,1,5
Cc1ccc(O)c(C2=NOC(O)(C(F)(F)C(F)F)C2)c1 (stereo unspecified),0,2%,-8,-6,11,17,1.1,1,8
COc1cc(C2N(c3ccccc3)CCN2c2ccccc2)cc(OC)c1OC,1,1%,-1,-4,10,5,1.1,1.1,-16
O=C(NCc1ccco1)C(c1cccs1)N(C(=O)C1COc2ccccc2O1)c1cccc(O)c1 (stereo unspecified),3,2%,3,6,5,76*,1.1,1,0
CCOC(=O)CSc1nnc(CNC(=O)c2cc(OCC)c(OCC)c(OCC)c2)n1C,-3,5%,3,12,6,-6,1.1,1,-9
COc1ccc(CCNC(=O)c2cc3c(=O)n4cccc(C)c4nc3n(Cc3ccncc3)c2=N)cc1,-18,4%,6,12,12,0,1.6,1,5
Cc1ccc(NC(=O)c2c(-c3c(F)cccc3Cl)noc2C)cc1F,-4,1%,2,6,13,21,1.1,1,-6
CC1CCCN(CC(O)COc2ccc(Cl)cc2)C1 (stereo unspecified),-2,5%,-2,-1,-2,-7,1,1,-8
Cc1cccc(-n2ncc3c(N(C)Cc4ccccc4)ncnc32)c1,-7,1%,-2,2,-25,93*,1.1,1.1,2
C=CCN1C(=O)C2(C(C(=O)c3ccc(C)o3)=C(O)C(=O)N2CCCN2CCOCC2)c2ccccc21 (stereo unspecified),4,6%,7,6,8,13,1.1,1,-2
CCOC(=O)C1CCCN(C(=O)C2CC(=O)N(c3ccc(C)cc3)C2)C1 (stereo unspecified),4,4%,2,4,20,-3,1.1,1,2
CCOC(=O)c1oc2cc(O)ccc2c(=O)c1-c1ccccc1OC,1,9%,4,9,5,5,1,1.1,2
C=CCn1c(=O)c(C(=O)Nc2ccccc2OC)c(O)c2ccccc21,-4,2%,5,8,0,-7,1.2,1,-1
Cc1cc(Nc2ccccc2)n(CCC#N)n1,-4,4%,5,5,-2,-12,1.1,0.98,-3
Cc1[nH]c2ccccc2c(=O)c1CN1CCCCC1,1,3%,6,9,13,-9,1,0.99,-10
COc1ccc(C)cc1Nc1cc(C)nc2ncnn12,2,6%,-5,3,10,8,1.1,1.1,4
CCOC(=O)c1sc(=N)n(-c2ccc(OC)cc2)c1C,3,9%,6,8,9,-2,1.5,1.1,9
Cn1c(C(=O)NCCCN2CCOCC2)cc2c(=O)n(C)c3ccccc3c21,-12,6%,0,-10,10,10,1.3,1,4
COc1ccc(C(c2nnnn2C2CCCCC2)N2CCN(c3ccccc3)CC2)cc1 (stereo unspecified),2,3%,1,7,26,21,1.1,1,-6
CCn1c(SCC(=O)c2ccc(Cl)s2)nnc1-c1cccs1,-2,8%,-2,-1,5,9,1.1,1,-1
COc1ccc(Cl)cc1NC(=O)COC(=O)CCNC(C)=O,5,5%,5,5,14,0,0.99,0.97,4
COc1cc(/C=N/n2cnnc2)ccc1OCCOc1ccccc1,0,3%,3,5,10,13,1.3,1.1,-3
Cc1cc2cc(CN(CCCN3CCOCC3)C(=O)NC3CCCCC3)c(=O)[nH]c2cc1C,-14,5%,5,17,16,-3,1.5,1,3
O=C(NCc1ccccc1)NC1CCCCC1,-6,3%,1,5,8,5,1.1,1,3
O=C(NCCC1=CCCCC1)C1CCN(S(=O)(=O)c2cccc3cccnc23)CC1,-3,7%,0,3,-2,26,1,0.97,6
COC(=O)C1=C(C)NC2=C(C(=O)CCC2)C1c1cccc(C)n1 (stereo unspecified),-55[fluorescence artefact?],9%[fluoresces],0,2,4,5,4*,1,-3
CN(C)c1ccc(NC(=O)c2cccc(N3C(=O)CCC3=O)c2)cc1,1,7%,1,4,8,-9,1.1,1.1,-15
Cc1cc(OCC(=O)C(C)(C)C)c2c(C)c(C)c(=O)oc2c1,-84,8%[fluoresces],6,6,8,13,2.1*,1.1,2
CCOCN(C(=O)Cn1c(CO)nc2ccccc21)c1c(C)cccc1CC,-10,8%,3,2,3,12,1.1,1,-8
Cc1ccccc1NS(=O)(=O)c1cc(S(C)(=O)=O)ccc1Cl,3,2%,6,9,8,-9,1.1,1,1

# (listing goes on)
SMILES,MMP-13 inhibitor,NADH coupling,ROCK2 inh,PKA inh,HEK293 NFkB inh,Ecoli tolC,Autofluor 339,A340 absorber,JNK3 blocker
O=C(Nc1ccccc1)N(Cc1cccnc1)Cc1ccco1,3,3%,-2,-4,0,-11,1,0.98,-3
O=C(c1ccco1)c1nnn(Cc2ccccc2)c1-c1ccccc1,8,1%,4,7,0,37,1.1,1,-4
O=C(CCCOc1ccc(Cl)cc1)Nc1nncs1,4,6%,6,10,9,0,1.1,0.98,7
Cc1ccccc1OCC(=O)Nc1ccc2c(c1)COC2=O,2,3%,0,0,19,-15,1.1,1,4
O=C(NCCCCNC(=O)c1cccnc1)c1cccnc1,1,2%,5,9,14,-6,1,1,5
CC1(C)Oc2ccc(NC(=O)C3COc4ccccc4O3)cc2O1 (stereo unspecified),1,5%,6,8,-35,56,1.1,1,-3
CCC(C(=O)NC1CCCC1)N(C(=O)Cn1nnc(-c2ccc(C)o2)n1)C(C)(C)C (stereo unspecified),2,5%,6,8,26,7,1.1,1,-7
CC(C)(C)n1nnnc1CN(Cc1ccco1)Cc1cc2cc3c(cc2[nH]c1=O)OCO3,-88[fluorescence artefact?],3%[fluoresces],5,6,6,-1,2.5*,1,0
CS(=O)(=O)N1CCCC(C(=O)NCc2ccc(F)cc2)C1 (stereo unspecified),4,7%,1,0,-6,-11,1,0.97,1
COc1c(C)cc(Br)cc1C(=O)Nc1cccc(NC(=O)c2ccco2)c1,2,6%,6,3,3,74*,1.1,1,3
N=C1C(c2nc(-c3ccc(F)cc3)cs2)=C(O)CN1CCCN1CCOCC1,3,4%,6,13,12,-25,1.1,1,-1
COC(=O)c1ccc(CSc2nc3ccccc3c(=O)n2-c2cccc(OC)c2)o1,-2,4%,2,0,20,24,1.1,1,3
COc1ccccc1C(=O)Nc1ccccc1C(=O)N1CCCC1,3,3%,.,0,10,-5,1,0.99,.
C=C(C)COc1ccc(-c2[nH]ncc2Oc2ccccc2OC)c(O)c1,-4,4%,-6,2,9,100*,1.1,1,-2
CC(=O)NC1CC2CCC(C1)N2Cc1ccc(C)cc1 (stereo unspecified),-1,5%,6,8,3,-18,1.1,0.97,2
Cc1cc(OCCCC(=O)N2CCCCC2)cc(C)c1Cl,4,9%,6,11,12,63*,1.1,1,0

# Given with bars between the fields: entries from further up.
Molecule | MMP-13 inhibitor | NADH coupling | ROCK2 inh | PKA inh | HEK293 NFkB inh | Ecoli tolC | Autofluor 339 | A340 absorber | JNK3 blocker
O=C(NCCCCNC(=O)c1cccnc1)c1cccnc1 | 1 | 2% | 5 | 9 | 14 | -6 | 1 | 1 | 5
CS(=O)(=O)N1CCCC(C(=O)NCc2ccc(F)cc2)C1 (stereo unspecified) | 4 | 7% | 1 | 0 | -6 | -11 | 1 | 0.97 | 1
O=C(CCCOc1ccc(Cl)cc1)Nc1nncs1 | 4 | 6% | 6 | 10 | 9 | 0 | 1.1 | 0.98 | 7
CC(=O)NC1CC2CCC(C1)N2Cc1ccc(C)cc1 (stereo unspecified) | -1 | 5% | 6 | 8 | 3 | -18 | 1.1 | 0.97 | 2
